# Bioassay records (PubChem BioAssay)
# MLLE-PAM2 inh = blocks PAM2 peptide binding to the PABP1 MLLE domain; P11940; GST-MLLE / FITC-PAM2 fluorescence polarization; inhibition, % at 20 µM; 360,000 compounds, 0.36% hits; AID 588489; in the data active = inhibition above about 35%, passing the limit was not always enough;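 also: plate controls were DMSO wells with GST-MLLE for no effect and wells lacking GST-MLLE protein for full effect; some results filed as inactive read as strong as hits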
# Rin1-Abl PPI inh = inhibitors of human Rin1-Abl protein interaction; TR-FRET Rin1/Abl binding, biochemical; P00519+Q13671; AID 588664; 360,000 compounds, 0.4% hits; inhibition, % at 7.35 µM; in the data active = inhibition above about 5%, passing the limit was not always enough
# FAS-TE inh = FAS thioesterase (human) inhibition; 360,000 compounds, 0.67% hits; recombinant FAS-TE, OMFH fluorogenic substrate, fluorescence endpoint; inhibition, % at 15 µM;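 active = compounds whose normalised, plate-corrected inhibition of enzyme fluorescence in the single-dose primary screen is 50% or more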;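 also: 0% = DMSO with enzyme and 100% = substrate without enzyme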
# NadD block = NadD (S. aureus) enzyme inhibition; purified NadD enzyme, colorimetric absorbance read-out; 360,000 compounds, 0.78% hits; inhibition, % at 20 µM; in the data active = inhibition above about 26%; also: some compounds past the cut are filed as inactive
# MT1-MMP act inh = blocks activation of human MT1-MMP; HT1080 RFP-PRO-GFP cells, GFP/RFP ratio fluorescence, overnight; percent of plate control window, DMSO zero; GFP/RFP ratio change, % at 20 µM; 360,000 compounds, 0.061% hits; AID 651647;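 active = GFP/RFP ratio change of at least 30% with cell ATP level not reduced by more than half and red fluorescence within 50% of control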; also: strong numbers were not always called active
#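 Test system: HT1080 cells expressing an RFP-PRO-GFP fluorescent reporter construct / Compound dosing: single-point 20 µM compound, 1% DMSO / Schedule: cells overnight before dosing, compound overnight, 37 °C, 5% CO2 / Evaluation: GFP/RFP fluorescence ratio / Control set: DMSO and RFP-L50D-GFP cell wells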
# Neddylation inh = inhibitors of human cullin neddylation; AID 651699; calls only at 25 µM; 360,000 compounds, 0.58% hits; TR-FRET cullin neddylation, biochemical; P61081+Q13564; in the data active = inhibition above about 36%
# SKN-1 block = inhibitors of C. elegans SKN-1; C. elegans VP596 Pgst-4::GFP/RFP ratio, acrylamide-induced, 24 h; inhibition, % at 21.8 µM; 360,000 compounds, 0.49% hits; AID 624304;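 active = interference check ratio from 0.5 to 1.5 plus GFP to RFP signal ratio inhibition reaching or exceeding a fixed threshold, cut at about 30% in these data, passing the limit was not always enough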; also: some compounds called inactive have numbers as strong as hits
# CSN inh = inhibitors of human CSN-mediated cullin deneddylation; Q92905; Purified CSN, SCF-Nedd8-OG deneddylation, fluorescence polarization; inhibition, % at 12.5 µM; 360,000 compounds, 0.38% hits; AID 651999;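 active = pattern-corrected inhibition above about 35%, with an unprinted fluorescence ratio check between 0.5 and 1.5, limit read from the data, passing the limit was not always enough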;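 also: 0% = enzyme with substrate and 100% = substrate without enzyme; some results filed as inactive read as strong as hits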
#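 Schedule: reaction 90 min, room temperature / Assay system: HEK293T-derived human Csn5 enzyme / Input: Csn5 at 0.24 nM final / Measure: inhibition of Csn5 cleavage, % / Control set: substrate-only high control, full reaction low control / Technique: fluorescence polarization of the substrate / Buffer or medium: Tris/NaCl/DTT buffer, pH 7.5 / Reagent: SCFSkp2-Nedd8OG substrate at 10 nM final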
# Rpn11 block = Rpn11 (human) deubiquitinase inhibition; O00487; human 26S proteasome, Ub4-pepOG fluorescence polarization; 20S core pre-blocked with epoxomicin; calls only at 20 µM; 360,000 compounds, 0.59% hits;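 active = inhibition at 20 µM, scaled to each plate's controls, above about 33%, limit read from the data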
# Starred values were filed as active, the others as inactive; i = inactive; / = no result given; + = active, no number.
SMILES	MLLE-PAM2 inh	Rin1-Abl PPI inh	FAS-TE inh	NadD block	MT1-MMP act inh	Neddylation inh	SKN-1 block	CSN inh	Rpn11 block
O=C(CN1CCCCC1)NN(Cc1ccccc1)c1ccccc1	0	2	0	5	8	i	12	-3	i
C[C@@H]1CN([C@@H](C)CO)C(=O)CCCn2nncc2CO[C@H]1CN(C)S(=O)(=O)c1ccc(Cl)cc1	-6	-3	-4	-5	2	i	4	1	i
CCN(CC(=O)Nc1cccc(S(N)(=O)=O)c1)Cc1nc2ccccc2c(=O)[nH]1	-8	-2	-5	-4	-6	i	7	0	i
CCC(=O)N1CCc2cc(S(=O)(=O)N3CCCC3)ccc21	-2	0	-2	1	0	i	9	2	i
O=C(Cc1c(F)cccc1Cl)Nc1cc(S(=O)(=O)N2CCCCC2)ccc1N1CCOCC1	-15	1	18	-10	-4	i	-12	1	i
CCN1C(=O)c2ccc(C(=O)Nc3ccc4c(c3)OCO4)cc2C1=O	-10	1	1	-7	0	i	20	5	i
CC1=CCCC(C)(C)C1/C=C/C(C)=N/NC(=O)c1ccncc1 (centres undefined)	-4	-3	-2	6	3	i	0	2	i
CCOc1ccccc1CNC(=O)c1nn(C)c2c1CS(=O)(=O)c1ccccc1-2	15	-3	16	-5	0	i	-13	0	i
Oc1ccc(-c2csc(Nc3ccccn3)n2)cc1	-14	-4	2	3	-1	i	27	2	i
O=C(O)/C=C/C(=O)Nc1ccc(Oc2ccccc2)cc1	3	1	-4	1	0	i	2	-4	i
CCC(=O)OCc1c(C(F)(F)F)nn(C)c1Sc1ccc(Cl)cc1	10	-1	21	1	-1	i	-20	-2	i
CC(C)C(NC(=O)OCc1ccccc1)C(=O)O (centres undefined)	8	-2	-3	3	-1	i	6	6	i

# Given with two lines to a compound: entries from further up
# Order of values: MLLE-PAM2 inh, Rin1-Abl PPI inh, FAS-TE inh, NadD block, MT1-MMP act inh, Neddylation inh, SKN-1 block, CSN inh, Rpn11 block
- CCN1C(=O)c2ccc(C(=O)Nc3ccc4c(c3)OCO4)cc2C1=O
    -10, 1, 1, -7, 0, i, 20, 5, i
- CC1=CCCC(C)(C)C1/C=C/C(C)=N/NC(=O)c1ccncc1 (centres undefined)
    -4, -3, -2, 6, 3, i, 0, 2, i

# Next compounds follow:
SMILES	MLLE-PAM2 inh	Rin1-Abl PPI inh	FAS-TE inh	NadD block	MT1-MMP act inh	Neddylation inh	SKN-1 block	CSN inh	Rpn11 block
CN1CCN(CCCNC(=O)CCCOc2cc(=O)n(C)c3ccccc23)CC1	-10	3	-8	-4	5	i	-20	-2	i
O=C(c1cc(COc2ccc(F)cc2Cl)on1)N1C[C@H]2CC[C@H]1C2	8	0	12	-11	7	i	15	0	i
N#CC1(NC(=O)COC(=O)CCN=C2NS(=O)(=O)c3ccccc32)CCCCC1	-5	1	-9	-4	1	i	0	0	i
COCCCn1c(=O)c2ccccc2n(Cc2cc(C(=O)OC)ccc2OC)c1=O	2	-1	7	0	1	i	5	4	i
Fc1ccc(C2N(c3ccccc3)C(=S)N3CCCN23)cc1 (centres undefined)	-7	-1	1	-4	-1	i	4	3	i
CCCCN(CCCC)CC(O)COc1ccccc1C(=O)Nc1ccccc1 (centres undefined)	10	-1	4	-11	3	i	7	-5	i
CC(CNc1ccccc1O)C(=O)O (centres undefined)	76*	1	-12	-3	6	i	-10	2	i
COc1ccc(CNC(=O)c2[nH]c(C(F)(F)F)nc2-c2ccccc2)cc1OC	6	1	-3	-1	4	i	-4	-1	i
CCOc1ccc(C(C)=O)cc1CSc1nnc(-c2ccncc2)n1CCOC	-95	1	-1	-1	-8	i	-1	1	i
COC(=O)/C=C/c1ccc(OC(=O)OC)c(OC(=O)OC)c1	-3	1	0	-1	-7	i	1	-14	i
Cc1ccc(NC2(c3nnnn3-c3c(C)cccc3C)CCCCC2)cc1	-4	0	54*	1	-3	i	-9	3	i
COC(=O)CSc1ccnc2cc(Cl)ccc12	-13	-3	1	-4	2	i	2	1	i
CCOC(=O)[C@H]1[C@H]2COc3ccc(C)cc3[C@@H]2N2C(=O)c3cc(Cl)ccc3NC(=O)[C@@]12C	-1	0	16	3	-7	i	12	-4	i
O=C1[C@H]2[C@@H](c3ccc(C(F)(F)F)cc3)N[C@]3(CCCN(Cc4ccc(F)cc4)C3=O)[C@H]2C(=O)N1Cc1ccccc1	-7	0	31	-1	3	i	4	2	i
O=C(NC(c1ccc(-c2ccccc2)cc1)c1cnccn1)C1CCN(Cc2cccc(C(F)(F)F)c2)CC1 (centres undefined)	3	-6	20	-4	-1	i	12	-4	i
COc1cc(/C=C2/SC(=S)N(CC(=O)O)C2=O)ccc1OC(=O)c1ccco1	-75	2	0	3	5	i	19	10	+
Cc1ccc(C)c2sc(NC(=O)C3CC3)nc12	-1	-6	6	-3	-5	i	-3	-1	i
S=C1N(c2ccccc2)CN(CCN2CCOCC2)CN1c1ccccc1	9	1	-4	-4	2	i	-9	0	i
CCn1c(=O)c2cc(C(=O)N(C)c3ccccc3F)sc2c2ccccc21	-22	-3	23	-4	-1	i	6	1	i
Cc1ccc(C)c(OCc2nnc(SCC(=O)NC(=O)NCc3ccco3)o2)c1	-82	2	0	-8	-2	i	8	-1	i
c1ccc2c(c1)nc(N1CCOCC1)c1ccccc12	-3	-2	7	-6	0	i	22	-5	i
COC(=O)c1cnn(-c2ccccc2)c1-n1cccc1C=O	-12	-1	-1	-2	-1	i	6	-1	i
O=S(=O)(/N=S1/CC=CCN1S(=O)(=O)c1ccccc1)c1ccccc1 (centres undefined)	-107	0	-2	3	5	i	-5	-9	i
CC(=O)NC(Cc1c[nH]c2ccccc12)C(=O)Nc1ccc2c(c1)OCO2 (centres undefined)	-2	1	-6	6	1	i	-14	-3	i
O=c1[nH]c(C2CCN(S(=O)(=O)/C=C/c3ccccc3)CC2)nc2c1nnn2Cc1ccccc1	1	1	5	8	0	i	10	-3	i
Cc1ccc2c(c1)-c1c(cnn1CC(=O)N(CCC#N)c1ccccc1)CO2	-11	4	-4	1	-1	i	8	-1	i
Cc1cc(OC(=O)c2cccs2)ccc1C(C)C	9	4	14	-1	-2	i	-10	-2	i
Cc1c(NC(=O)/C(C#N)=C/c2cccs2)c(=O)n(-c2ccccc2)n1C	-23	-7	-5	1	3	i	10	4	i
CCN(CC)c1ccc(NC(=O)CN2CCN(CC(=O)Nc3ccccc3OC)CC2)cc1	2	-1	0	1	3	i	17	5	i
CCc1ccc(NC(=O)C(=O)c2ccccc2NC(C)=O)cc1	1	4	3	0	0	i	-2	2	i
CCCCn1c(-c2cccnc2)nc2cc3[nH]c(=O)c(C(C)C)nc3cc21	-30	-1	-31	8	-8	/	7	6	i
O=C(NC1(C(F)(F)F)C(=O)Nc2c1c(=O)[nH]c(=O)n2Cc1ccccc1)c1ccc(Cl)cc1 (centres undefined)	-12	-1	-12	1	6	i	-9	-1	i
COc1cccc(CNC(=O)CSc2nnc3c(n2)[nH]c2ccc(C)cc23)c1	-5	2	-4	0	1	i	-32	4	i
Cc1cccc2nc(COc3ccc(Cl)c4cccnc34)cn12	-4	-3	9	-3	2	i	0	-8	i
Cn1ccnc1SCC(=O)Nc1cccc(S(=O)(=O)N2CCCCC2)c1	-11	3	-5	-4	-3	i	-8	3	i
CCOc1ccc(OCCNC(=O)C(NC(=O)c2c(F)cccc2F)C(C)C)cc1 (centres undefined)	-35	2	-4	1	-4	i	6	0	i
Cn1c(N)c(C(=O)COC(=O)C2(c3ccc(F)cc3)CCCC2)c(=O)n(C)c1=O	-4	1	9	-1	2	i	5	-4	i
COc1ccc(-c2noc(CN(C(=O)c3ccc(OC(C)=O)cc3)C(C)C)n2)cc1OC	-2	-2	-3	-3	2	i	7	3	i
CCOC(=O)C(C(C)C)C(N)Cc1ccc(F)cc1 (centres undefined)	5	-2	-6	-3	6	i	1	-2	i
Cc1ncc(CCl)c2c1OC(C)(C)OC2	4	-3	-5	-3	0	i	15	5	i
CCCN=Cc1c(CCC)[nH]n(-c2nc3ccccc3s2)c1=O	4	1	-5	0	4	i	-7	-1	i
Cc1ccc(S(=O)(=O)N(C)C)cc1NC(=O)CN1C(=O)NC2(CCc3ccccc32)C1=O (centres undefined)	-20	-5	0	0	3	i	2	0	i
O=C(O)CCCCCNS(=O)(=O)c1ccc(Cl)cc1	9	-1	-8	3	0	i	6	-4	i
O=C(CSc1nc2ccccc2c(=O)n1Cc1ccco1)c1ccc(F)cc1	24	0	33	-5	-8	i	6	-3	i
O=C(Nc1nnc(Cc2c[nH]c3ccccc23)s1)c1ccc(Cl)cc1Cl	-36	-2	-4	13	-15	i	-6	-5	+
COc1ccc(N(C(=O)c2cnccn2)C(C(=O)NC2CCCCC2)c2ccc(Cl)cc2)cc1 (centres undefined)	7	-4	-2	-8	1	i	-1	3	i
Cc1cc(C)c2c(=O)n(CC(=O)N3CCN(c4ccccc4)CC3)ccc2n1	6	-3	-5	5	7	i	9	1	i
O=C(Nc1ccc(N2CCCC2)cc1)c1ccc(Cl)cc1Cl	-13	2	-3	12	-1	i	10	-5	i
Fc1cccc(/C=N/Nc2cc(N3CCOCC3)ncn2)c1	-4	-3	-1	0	-7	i	1	3	i
Cc1csc(NC(=O)CSc2nnc(-c3ccco3)n2C)n1	-3	1	-7	2	-2	i	1	1	i
CC(C)OC(=O)c1c(NC(=O)c2ccco2)sc2c1CCCC2	14	1	5	-5	-2	/	10	6	i
Cc1oc(-c2ccccc2F)nc1CS(=O)(=O)CC(=O)NCCN(C)C1CCCCC1	-14	1	-1	-7	9	i	-15	-2	i
Cc1cccc2cc(CN(Cc3ccco3)C(=O)Nc3cccc(C#N)c3)c(Cl)nc12	-9	2	34	3	1	i	12	0	i
COc1ccc(S(=O)(=O)N(CC(=O)NCc2ccco2)C2CCCCC2)cc1OC	10	-1	-5	4	-3	i	0	5	i
Cc1cccc(NC(=O)CSc2nnc(C3CC3)n2CC2CCCO2)c1C (centres undefined)	10	0	-5	-11	2	i	12	5	i
CC(Sc1nnc(CNc2cccc3ccccc23)n1-c1ccccc1)C(=O)N/N=C/c1ccco1 (centres undefined)	-109	-1	-1	23	-3	i	-12	6	i
Cc1noc(C)c1S(=O)(=O)NCc1ccc2c(c1)OCO2	4	2	-6	-7	3	i	-2	-4	i
CCOc1cc(NC(=S)Nc2ccc(Cl)cc2)c(OCC)cc1NC(C)=O	23	-3	2	5	0	i	4	-4	i
CC(C)(C)C(=O)Nc1cc(S(=O)(=O)N2CCCCC2)ccc1N1CCCCC1	-2	0	18	4	-7	i	19	-3	i
CCN1CCN(CC(=O)Nc2ccc(C(C)=O)cc2)CC1	-12	0	-3	1	0	i	10	2	i

# New compounds follow:
SMILES	MLLE-PAM2 inh	Rin1-Abl PPI inh	FAS-TE inh	NadD block	MT1-MMP act inh	Neddylation inh	SKN-1 block	CSN inh	Rpn11 block
COc1ccccc1C(=O)NCCC(=O)N1CC(=O)Nc2ccccc21	7	1	0	-7	-4	i	2	0	i
COc1ccc(/C=C(\NC(=O)c2cccs2)C(=O)NN)cc1OC	-14	1	-1	1	-9	i	5	-1	i
COc1ccc(-c2[nH]ncc2CN2CCCN(C(=O)c3ccco3)CC2)cc1F	-11	-2	-7	-4	0	i	11	-1	i
Nc1nc(C(F)(F)F)c(Br)c(=O)n1N	-11	1	-8	-4	-3	i	-6	-5	i
